# AMA1-RON2 inh: inhibitors of Plasmodium falciparum AMA1-RON2 interaction; AID 720542; AlphaScreen AMA1-biotinylated RON2 peptide binding; Potency, µM (top dose mostly 58.2 µM), inactives show at the top dose activity change, negative = inhibition, most hits filed as inhibitors; 360,000 compounds, 0.2% hits;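 also: potency is read from the fitted curve at half-maximal effect; 0% = vehicle wells and -100% = peptide control; nearly all actives have a fitted effect of over 45% in size; some results filed as inactive show a strong effect at the top dose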
#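 AMA1 (3D7) with his tag at 25 nM final met compounds first, then biotinylated RON2 peptide at 25 nM; detection used donor plus acceptor beads, 10 µg/mL apiece, read by AlphaScreen after 30 min at room temperature.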
# LmPK inh: inhibitors of Leishmania mexicana pyruvate kinase; Q27686; 290,000 compounds, 0.37% hits; Potency, µM (series often up to 57.5 µM), without a hit: at the highest dose activity change, negative = inhibition, actives largely listed as inhibitors; purified LmPK, Kinase-Glo ATP luminescence, 1 h; also: potency is read from the fitted curve at half-maximal effect; % is scaled to controls: 0 for no effect and ±100 for the full control effect
# Target sequence (Q27686 whole entry, looked up): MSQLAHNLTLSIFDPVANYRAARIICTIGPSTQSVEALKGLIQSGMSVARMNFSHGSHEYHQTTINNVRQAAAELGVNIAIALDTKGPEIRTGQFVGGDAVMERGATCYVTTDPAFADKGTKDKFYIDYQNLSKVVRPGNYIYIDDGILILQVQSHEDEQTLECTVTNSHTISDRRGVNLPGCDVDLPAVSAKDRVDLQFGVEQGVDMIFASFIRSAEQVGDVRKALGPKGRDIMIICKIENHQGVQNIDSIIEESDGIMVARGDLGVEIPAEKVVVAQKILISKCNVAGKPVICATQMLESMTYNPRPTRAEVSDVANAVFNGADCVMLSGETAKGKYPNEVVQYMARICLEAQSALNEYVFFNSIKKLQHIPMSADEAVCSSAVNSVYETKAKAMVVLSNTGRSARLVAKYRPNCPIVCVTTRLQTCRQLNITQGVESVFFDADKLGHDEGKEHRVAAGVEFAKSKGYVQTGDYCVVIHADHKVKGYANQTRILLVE
#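 Purified LmPK (0.1 nM) with 0.5 mM PEP and 0.1 mM ADP in imidazole buffer pH 7.2 with MgCl2/KCl, 1 h at room temperature. ATP formed was read by luciferase luminescence and normalized to no-enzyme and uninhibited controls.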
# Shiga toxin inh: inhibitors of Shiga toxin in Vero cells. Vero cells, Shiga toxin protein synthesis inhibition reporter. inhibition, % at 38.7 µM. 290,000 compounds, 9.2% hits. AID 2315; in the data active = inhibition mostly above about 28%, no sharp cut-off; inactive = mostly below about 43%; also: 0% is about no effect
# TbPYK inhibitor: inhibitors of Trypanosoma brucei pyruvate kinase; Q57TT1; TbPYK enzyme, Kinase-Glo Plus ATP luminescence, 45 min; Potency, µM (top dose mostly 76.8 µM), inactives show at the top dose activity, negative = inhibition, actives largely listed as inhibitors; 410,000 compounds, 0.12% hits; also: potency is read from the fitted curve at half-maximal effect; % is scaled to controls: 0 for no effect and ±100 for the full control effect; nearly all actives have a fitted effect of over 50% in size
#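 Enzyme and substrate buffer are dispensed first and compound is pin-transferred. ADP at 130 uM final then starts the reaction, which runs 45 min at room temperature. Detection reagent is added for 10 min before luminescence is imaged.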
# Pf growth 48h: inhibits P. falciparum growth in the first generation, 48 h; Potency, µM (series often up to 28.7 µM), for the others: top-dose activity change, negative = inhibition, actives largely listed as inhibitors; 310,000 compounds, 5.9% hits; AID 504832; P. falciparum luciferase growth in erythrocytes, 48 h; also: potency is read from the fitted curve at half-maximal effect; % is scaled to controls: 0 for no effect and ±100 for the full control effect
#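 Compounds are pin-transferred into medium, infected erythrocytes (2% hematocrit, 0.1% parasitemia final) are added, and plates sit one parasite generation at 37 C in 5% CO2. Detection reagent is then added and luminescence measured.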
# Cycloheximide cs: counter-screen for Shiga toxin inhibitors: cycloheximide protein synthesis inhibition | max response, % | cell reporter, cycloheximide protein synthesis inhibition counterscreen | 300,000 compounds, 12% hits; in the data active = max response mostly above about 13%, no sharp cut-off; inactive = mostly below about 14%; also: read at 38.3 µM for the half of the compounds with a filed dose; 0% is about no effect
# Pf growth 96h: P. falciparum growth inhibition at 96 hours; P. falciparum luciferase reporter growth, 96 h; Potency, µM (top dose mostly 28.7 µM), for the others: top-dose activity change, negative = inhibition, usual class: inhibitors; 320,000 compounds, 6.9% hits; also: potency is read from the fitted curve at half-maximal effect; % is scaled to controls: 0 for no effect and ±100 for the full control effect
#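 Compounds incubated with erythrocytes infected by luciferase-expressing P. falciparum (2% hematocrit, 0.05% parasitemia final) for 96 hours, 37 C in 5% CO2. Growth inhibition scored as decreased luciferase luminescence.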
# * marks the source's active call; other numbers are inactive results; u = inconclusive; x = not tested or not shown; [ ] = dose if it differs, or a comment. Unless noted, calls follow the shape of the dose curve; as a rule, active = well fitted curve in the direction sought with a large enough effect; inconclusive = small, poorly fitted or top-dose-only effect, or another doubt; inactive = no such curve, though single readings can be large; an effect the other way counts as inactive or inconclusive.
1	CN1C(=O)C(C)(C)c2cc(S(=O)(=O)NCC3CCC(C(=O)NC4CCCCC4)CC3)ccc21 (centres undefined)
2	CCCOc1ccc(N2C(=O)CC(N(CCc3ccc(OC)c(OC)c3)C(=O)c3ccccc3)C2=O)cc1 (centres undefined)
3	COCCNC(C(=O)Nc1ccc(C)cc1[N+](=O)[O-])c1ccccc1 (centres undefined)
4	O=C(Nc1ccccc1F)Nc1ccc([N+](=O)[O-])cc1Cl
5	COc1ccc(CNC(=O)Nc2ccc(OC)cc2)cc1
6	O=C(CCNC(=O)C1CCN(S(=O)(=O)c2ccccc2)CC1)NCc1ccc(Cl)c(Cl)c1
7	COC1CCCN(C(=O)c2ccc(OC3CCN(S(=O)(=O)N(C)C)CC3)cc2)C1 (centres undefined)
8	O=C(NCc1ccccn1)c1cc(-c2ccc(Cl)cc2)oc1C(F)(F)F
assay / compound	1	2	3	4	5	6	7	8
AMA1-RON2 inh	-1%	-13%	2%	-8%	-6%	-3%	1%	35%[activator]
LmPK inh	-1%	2%	2%	-4%	-2%	-8%	-2%	5%
Shiga toxin inh	-7	-6	38	29*	-5	-1	9	-5
TbPYK inhibitor	-5%	3%	-2%	-3%	3%	2%	6%	1%
Pf growth 48h	u	-22%	39%[activator]	63%[activator]	9%	3%	-9%	-2%
Cycloheximide cs	8	-1	28*	9.8*	-3	-2	-1	-2
Pf growth 96h	u	11%	36%[activator]	16%	x	-6%	u	15%

9	COCCNC(=O)c1ccccc1-c1ccccc1C(=O)O
10	Cc1ccc2nc(NC(=O)c3ccc(-c4nc5ccccc5s4)s3)sc2c1
11	NS(=O)(=O)c1ccc(NC(=O)c2cccc3ccccc23)cc1
12	CC(=O)c1c(C)[nH]c(C(=O)OCC(=O)Nc2cc(S(=O)(=O)N3CCCCC3)ccc2C)c1C
13	COc1ccc(NC(=O)c2sc(-c3ccccc3)nc2C)c(OC)c1
14	CCCOc1ccccc1C1NC(=O)NC(C)=C1C(=O)OCc1ccccc1 (centres undefined)
15	CCCCn1cnc(C(=O)OCC)c1N
16	CN(C(=O)CCN1C(=O)/C(=C/c2ccccc2)SC1=S)C1CCS(=O)(=O)C1 (centres undefined)
assay / compound	9	10	11	12	13	14	15	16
AMA1-RON2 inh	1%	-4%	9%	6%	-9%	-14%	-9%	16%
LmPK inh	3%	1%	-1%	1%	-2%	0%	-4%	6%
Shiga toxin inh	-8	86*	-10	-11	2	2	14	-1
TbPYK inhibitor	1%	-6%	2%	1%	3%	-2%	7%	3%
Pf growth 48h	3%	132%[activator]	17%	19%	-12%	13µM*	29%	u
Cycloheximide cs	-3	51*	-5	-2	-6	-2	9	-2
Pf growth 96h	x	164%[activator]	u	u	151%[activator]	-4%	12%	2.6µM*

# Single values from the entries so far:
# LmPK inh, entry 8 : 5%
# Pf growth 96h, entry 16 : 2.6µM*
# AMA1-RON2 inh, entry 3 : 2%
# TbPYK inhibitor, entry 4 : -3%

# Other compounds follow:
17	Cc1cc(Nc2ccc(C(C)C)cc2)n2ncnc2n1
18	CCCCCCn1c(O)c(C=NCCN2CCOCC2)c(=O)[nH]c1=O
19	CCC(Sc1nccn1C)C(=O)Nc1cccc2ccccc12 (centres undefined)
20	COc1ccc(N(CC(=O)N/N=C/c2ccco2)S(=O)(=O)c2ccccc2)cc1
21	CCOc1ccc(NC(=S)N2CCN(S(=O)(=O)c3ccc(C)cc3)CC2)cc1
22	CC(C)N1CCc2c(sc(NC(=O)c3ccc(S(=O)(=O)N4CCOCC4)cc3)c2C(N)=O)C1
23	COC(=O)c1ccc(NC(=O)CSc2ccccn2)cc1
24	Cn1c(N)c(C(=O)COC(=O)CCC2CCCC2)c(=O)n(C)c1=O
assay / compound	17	18	19	20	21	22	23	24
AMA1-RON2 inh	9%	39%[activator]	-1%	-2%	-8%	2%	0%	6%
LmPK inh	-5%	1%	1%	2%	7%	5%	4%	-5%
Shiga toxin inh	9	-4	4	-7	-11	17	36*	-9
TbPYK inhibitor	-1%	3%	-7%	2%	-11%	1%	-7%	0%
Pf growth 48h	1µM*	0%	-26%	-2%	u	u	x	39%
Cycloheximide cs	-1	-3	-3	-3	-3	1	58*	-9
Pf growth 96h	20%	-9%	u	1%	u	4.1µM*	31%[activator]	-6%

25	Cn1nc(C(F)(F)F)c(C(=O)Nc2ccc(F)cc2F)c1Sc1cccc(Cl)c1
26	S=C(NCCCCc1ccccc1)NCc1ccccc1
27	COCCCNC(=S)NNC(=O)c1ccccn1
28	COc1cc(/C=C(/C(=O)c2cccs2)c2nc3ccccc3[nH]2)cc(OC)c1O
29	CC(C)C[C@H](NC(=O)[C@H](Cc1ccccc1)n1c(=O)[nH]c2ccccc2c1=O)C(=O)N1CCC[C@@H]1C(=O)O
30	CC1CN(S(=O)(=O)c2cccc(C(=O)Nc3ccccc3N3CCCCC3)c2)CC(C)O1 (centres undefined)
31	CC(=O)c1ccc(NC(=S)NC(=O)Cc2ccc(Cl)cc2)cc1
32	O=C(O)CCSSCCC(=O)O
assay / compound	25	26	27	28	29	30	31	32
AMA1-RON2 inh	16%	23%	-9%	39%[activator]	0%	-15%	-14%	11%
LmPK inh	5%	-4%	1%	-12%	-6%	x	0%	x
Shiga toxin inh	-8	-2	-9	91*	-3	x	14	x
TbPYK inhibitor	-5%	3%	-5%	0%	1%	1%	-4%	2%
Pf growth 48h	u	10%	u	x	-2%	12µM*	7%	30%[activator]
Cycloheximide cs	0	-3	4	24*	-1	x	-2	x
Pf growth 96h	u	u	45%[activator]	u	-20%	u	5%	49%[activator]

33	Cc1ccc(S(=O)(=O)N[C@H](C(=O)N2CCC(C(=O)N3CCC[C@H]3C(=O)O)CC2)C(C)C)cc1
34	COc1ccccc1NC(=O)C(C)N1CCN(C/C=C/c2ccccc2)CC1 (centres undefined)
35	CC(C)(C)S(=O)(=O)c1ccccc1C(=O)O
36	CCNC(=S)NNC(=O)c1cc(-c2cccc(C)c2)nc2ccccc12
37	Cc1ccc(C(=O)COC(=O)CN2C(=O)C3C4CC(C(Br)C4Br)C3C2=O)cc1 (centres undefined)
38	O=C(O)C1CCCN1C(=O)OCC1c2ccccc2-c2ccccc21 (centres undefined)
39	CCN=c1scc(C)n1/N=C/c1ccc(O)c(O)c1O
40	Cc1cc(C)n(CC2CC(=O)N(c3ccc(C)c(Cl)c3)C2=O)n1 (centres undefined)
assay / compound	33	34	35	36	37	38	39	40
AMA1-RON2 inh	0%	-6%	14%	27%	-14%	-6%	u	19%
LmPK inh	3%	4%	0%	u	-1%	0%	-7%	6%
Shiga toxin inh	4	-26	-13	33	-5	-7	49	-7
TbPYK inhibitor	-9%	-2%	-4%	-3%	-1%	-1%	u	14%
Pf growth 48h	23%	13µM*	159%[activator]	-59%	10%	1%	u	-1%
Cycloheximide cs	2	0	3	21*	-6	1	25*	-8
Pf growth 96h	28%	17%	9.3µM*	u	u	u	7.4µM*	-29%

41	Cn1c(=O)c2c(nc(CN3CCC(C(N)=O)CC3)n2Cc2ccccc2Cl)n(C)c1=O
42	CSc1ccccc1NC(=O)CSc1n[nH]c(N)n1
43	Cc1ccc(S(=O)(=O)N2CCOCC2)cc1C(=O)OCC(=O)Nc1ccc2c(c1)OCO2
44	Cc1nc(NCC2CCCO2)c2oc3ccccc3c2n1 (centres undefined)
45	Cc1cccc(OCCCCCn2ccnc2)c1
46	O=C(NCc1ccc(F)cc1)C1CCC(=O)N1CCc1ccccc1 (centres undefined)
47	COCCn1c(-c2ccc(Cl)cc2Cl)nc2c(c(=O)c3ccccc3n2C)c1=O
48	CCOc1ccc2nc(NC(=O)CSC3=NCCS3)sc2c1
assay / compound	41	42	43	44	45	46	47	48
AMA1-RON2 inh	-8%	-1%	4%	-2%	-7%	-4%	-4%	72%[activator]
LmPK inh	5%	7%	6%	2%	-5%	-4%	-2%	-1%
Shiga toxin inh	2	-5	-1	-4	16	-2	7	44
TbPYK inhibitor	-4%	0%	-8%	-15%	9%	-1%	-9%	5%
Pf growth 48h	4%	12%	16%	x	u	x	18%	u
Cycloheximide cs	-3	-3	-2	-2	7	5	9	25
Pf growth 96h	u	15%	14%	13%	-16%	3%	3%	x

49	Cn1cnnc1Sc1ccc(C(=O)OCC(=O)NCC(F)(F)F)cc1[N+](=O)[O-]
50	CCOC(=O)C1C(=O)NC(SC)=C(C#N)C1c1ccccc1F (centres undefined)
51	CN1CCN(c2nc3ccccn3c(=O)c2C=O)CC1
52	Cc1ccc(C(=O)NCCCN2CCOCC2)cc1Cl
53	Cc1csc(NC(=O)c2ccccc2)n1
54	COc1ccccc1CN1CC(C(=O)NCc2cccnc2)CC1=O (centres undefined)
55	N#Cc1ccc(OCC(=O)N2CCN(C(=O)c3ccco3)CC2)cc1
56	CCCCCC/C=C/c1ccc([C@H]2[C@H]3C=CC[C@@H](C)[C@@H]3C(=O)N2Cc2ccccc2)c(F)c1
assay / compound	49	50	51	52	53	54	55	56
AMA1-RON2 inh	1%	0%	8%	3%	0%	-1%	-10%	8%
LmPK inh	2%	-3%	-1%	1%	-9%	-2%	x	-2%
Shiga toxin inh	-5	15	-7	x	x	-11	x	12
TbPYK inhibitor	0%	-10%	1%	4%	-10%	0%	2%	3%
Pf growth 48h	-3%	0%	0%	u	216%[activator]	15%	-12%	-18%
Cycloheximide cs	-3	-2	-1	4	43*	-2	x	-3
Pf growth 96h	7%	1%	12%	-23%	u	2.1µM*	0%	7%

57	CCc1nnc(NC(=O)CCC(=O)N2CCN(c3cccc(Cl)c3)CC2)s1
58	Cc1nn(C)c(C(=O)N/N=C/c2ccccn2)c1[N+](=O)[O-]
59	O=C(c1ccccc1)c1cc2ccccc2o1
60	Cc1ccsc1/C=N\NC(=O)c1cc(C(C)(C)C)[nH]n1
61	CCN(Cc1ccc2c(c1)OCCO2)S(=O)(=O)c1ccc(NC(C)=O)cc1
62	COc1cccc(Oc2nc(-c3ccccc3O)nc3ccccc23)c1
assay / compound	57	58	59	60	61	62
AMA1-RON2 inh	7%	109%[activator]	-1%	-1%	11%	-17%
LmPK inh	10%	-14%	u	-3%	x	0%
Shiga toxin inh	-11	-33	80*	104*	x	-5
TbPYK inhibitor	3%	0%	5%	4%	-2%	6%
Pf growth 48h	-2%	5%	102%[activator]	0%	-32%	-25%
Cycloheximide cs	-5	1	38*	24*	x	5
Pf growth 96h	-27%	7%	20%	u	u	5%

# Reformatted: entries from further up
item	structure	AMA1-RON2 inh	LmPK inh	Shiga toxin inh	TbPYK inhibitor	Pf growth 48h	Cycloheximide cs	Pf growth 96h
62	COc1cccc(Oc2nc(-c3ccccc3O)nc3ccccc23)c1	-17%	0%	-5	6%	-25%	5	5%
59	O=C(c1ccccc1)c1cc2ccccc2o1	-1%	u	80*	5%	102%[activator]	38*	20%
58	Cc1nn(C)c(C(=O)N/N=C/c2ccccn2)c1[N+](=O)[O-]	109%[activator]	-14%	-33	0%	5%	1	7%
61	CCN(Cc1ccc2c(c1)OCCO2)S(=O)(=O)c1ccc(NC(C)=O)cc1	11%	x	x	-2%	-32%	x	u

# From PubChem BioAssay
